# aSyn rescue: alpha-synuclein toxicity inhibition in yeast. Yeast expressing alpha-synuclein, growth rescue, BacTiter-Glo, 24 h. 370,000 compounds, 0.14% hits. AID 652106. Potency, µM (series often up to 46.1 µM), for the others: at the top dose growth rescue (activation), actives largely listed as activators; also: potency is read from the fitted curve at half-maximal effect; % of control where 0% means no effect; nearly all actives have a fitted effect of over 65% in size
#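 Screening used galactose-induced yeast with toxic alpha-synuclein levels, exposed to compound for 24 hr at 30 deg C. Cell growth, read with BacTiter-Glo luminescence, gave the measured signal.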
# DRD3 antagonist: D3 dopamine receptor (human) antagonism | P35462 | D3R cells, DiscoveRx beta-arrestin luminescence, antagonist mode; hits give low values | max response, negative = inhibition, % | 360,000 compounds, 2.5% hits | AID 652054; in the data active = max response below about -50%; inconclusive = no clear call, values can overlap the other calls; also: % is scaled to controls: 0 for no effect and ±100 for the full control effect; mostly tested at two doses, the higher about 12 µM
#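 Cells plated overnight at 1500 cells/well, then exposed to library compounds with dopamine controls for 90 minutes at 37 degrees C. DiscoveRx reagent added for 30–60 minutes at room temperature; luminescence read, quantitative HTS format.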
# EPAC2 agonist: EPAC2 (human) agonism. 360,000 compounds, 0.079% hits. EPAC2 activation, biochemical qHTS; response scale: 100% = 6.5 mM cAMP response. Potency, µM (doses to about 154 µM), for the others: at the top dose activation, usual class: activators. Q8WZA2; also: potency is read from the fitted curve at half-maximal effect; nearly all actives have a fitted effect of over 50% in size
# Target sequence (Q8WZA2 whole entry, looked up): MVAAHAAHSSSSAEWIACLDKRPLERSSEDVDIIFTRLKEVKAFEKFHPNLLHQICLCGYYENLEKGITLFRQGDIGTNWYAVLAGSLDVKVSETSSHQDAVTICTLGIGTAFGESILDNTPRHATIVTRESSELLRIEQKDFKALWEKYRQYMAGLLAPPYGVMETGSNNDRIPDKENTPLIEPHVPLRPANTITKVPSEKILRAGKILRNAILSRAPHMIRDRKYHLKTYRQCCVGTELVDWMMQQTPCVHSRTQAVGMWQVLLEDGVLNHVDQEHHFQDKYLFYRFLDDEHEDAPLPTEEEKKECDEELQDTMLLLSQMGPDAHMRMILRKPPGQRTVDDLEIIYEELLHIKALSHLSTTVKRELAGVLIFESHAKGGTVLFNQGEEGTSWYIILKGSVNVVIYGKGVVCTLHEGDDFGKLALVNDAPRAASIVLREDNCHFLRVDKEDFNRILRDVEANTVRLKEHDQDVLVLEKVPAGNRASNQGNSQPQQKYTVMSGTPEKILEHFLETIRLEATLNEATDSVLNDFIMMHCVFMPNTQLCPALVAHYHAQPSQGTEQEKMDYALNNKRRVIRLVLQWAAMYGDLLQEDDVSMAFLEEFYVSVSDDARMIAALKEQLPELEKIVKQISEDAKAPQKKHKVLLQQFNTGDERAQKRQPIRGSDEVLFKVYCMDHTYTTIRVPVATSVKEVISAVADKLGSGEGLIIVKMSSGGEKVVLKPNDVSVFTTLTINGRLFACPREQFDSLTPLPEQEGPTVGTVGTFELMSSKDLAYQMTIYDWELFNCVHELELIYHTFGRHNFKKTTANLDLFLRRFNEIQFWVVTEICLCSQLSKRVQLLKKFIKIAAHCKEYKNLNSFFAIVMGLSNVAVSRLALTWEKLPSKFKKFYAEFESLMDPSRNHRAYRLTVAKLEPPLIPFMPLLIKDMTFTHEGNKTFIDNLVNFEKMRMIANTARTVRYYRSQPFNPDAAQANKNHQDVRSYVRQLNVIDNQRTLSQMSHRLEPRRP
#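 Readout is BODIPY fluorescence (480 nm excitation, 540 nm emission), which falls as labeled GDP is exchanged off Rap1B. EPAC2 at 100 nM acted on 250 nM RAP1B-BODIPY-GDP with 50 uM GDP present.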
# TDP43 rescue: TDP-43 toxicity inhibition in yeast | TDP-43 expressing yeast growth rescue, BacTiter-Glo, 24 h | Potency, µM (top dose mostly 46.1 µM), for inactives: at the top dose growth rescue (activation), usual class: activators | 410,000 compounds, 1.8% hits; also: potency is read from the fitted curve at half-maximal effect; % of control where 0% means no effect; nearly all actives have a fitted effect of over 50% in size
#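 In this qHTS, compounds that restore growth of yeast expressing TDP-43 appear as activators. Cells (OD600=0.02, galactose medium, raffinose-pregrown) are incubated with compound 24 hr at 30 deg C and growth is quantified by BacTiter-Glo.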
# DRD3 agonist: D3 dopamine receptor (human) agonism; D3R DiscoveRx beta-arrestin cells, luminescence, 90 min; max activation, %; 410,000 compounds, 0.58% hits; AID 652048; in the data active = max activation above about 30%; also: 0% is about no effect; mostly tested at two doses, the higher about 12 µM
#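 Agonist-mode cell screen: cells plated at 1500/well and incubated overnight at 37 °C, then exposed to library compounds for 90 min at 37 °C. Detection reagent was added for 30–60 min at room temperature, and luminescence was read.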
# FUS yeast rescue: FUS proteinopathy suppression in yeast. S. cerevisiae FUS-expressing, growth rescue, OD600, 24 h. Potency, µM (series often up to 76.6 µM), without a hit: at the highest dose growth rescue (activation), most hits filed as activators. 390,000 compounds, 0.24% hits;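 also: potency is read from the fitted curve at half-maximal effect; plate controls were DMSO vehicle for no effect and reference control for full effect; nearly all actives have a fitted effect of over 55% in size; some results filed as inactive show a strong effect at the top dose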
#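 Toxicity suppression screen in FUS-yeast. Cells induced with 2% galactose, starting OD 0.005, treated 24hr at 30C with compounds at multiple final concentrations; growth by OD600.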
# Abeta rescue: restores growth of yeast expressing A-beta42 peptide; yeast expressing A-beta42, growth rescue, OD600, 48 h; response scale: 0% DMSO, 100% iron-clioquinol control; Potency, µM (doses to about 46.1 µM), for inactives: top-dose growth rescue, actives largely listed as activators; 410,000 compounds, 0.063% hits; also: potency is read from the fitted curve at half-maximal effect; nearly all actives have a fitted effect of over 55% in size
#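 Yeast growth medium received pinned compounds, then yeast cells expressing toxic A-beta were added; plates incubated at 30 C for 48 hr. Growth read as absorbance at 600 nm, normalized to DMSO and equimolar FeCl3 plus clioquinol controls.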
# EPAC2 antagonist: blocks human EPAC2 exchange factor. AID 720708. Potency, µM (titrated, usually from 114 µM), without a hit: at the top dose activity, negative = inhibition, hits mostly inhibitors. EPAC2 GEF exchange of Rap1B-BODIPY-GDP, fluorescence. Q8WZA2. 360,000 compounds, 0.18% hits; also: potency is read from the fitted curve at half-maximal effect; % is scaled to controls: 0 for no effect and ±100 for the full control effect; nearly all actives have a fitted effect of over 45% in size; many of its hits are not listed in these tables
# * marks the source's active call; other numbers are inactive results; u = inconclusive; x = not tested or not shown; [ ] = dose if it differs, or a comment. Unless noted, calls follow the shape of the dose curve; as a rule, active = well fitted curve in the direction sought with a large enough effect; inconclusive = small, poorly fitted or top-dose-only effect, or another doubt; inactive = no such curve, though single readings can be large; an effect the other way counts as inactive or inconclusive.
SMILES,aSyn rescue,DRD3 antagonist,EPAC2 agonist,TDP43 rescue,DRD3 agonist,FUS yeast rescue,Abeta rescue,EPAC2 antagonist
Cc1cc(C)cc(OCC(=O)NNC(=O)c2cc3ccccc3o2)c1,0.4%,12.4,-3.4%,1.4%[0.397 µM],4.9,7.4%,-2.6%,16.3%
CCOC(=O)N1CCN(C(=O)CSc2nc3c(cnn3-c3ccc(C)cc3)c(=O)[nH]2)CC1,-3.9%,-1.1,-3.7%,-18.6%,-7.9,20.1%,5.6%,4.4%
CCN1CCN(S(=O)(=O)c2ccc(C(=O)Nc3ccccc3)cc2)CC1,-1.8%,11.1,4.5%,-19.1%,-5.5,16.5%,3.4%,11.2%
COCCn1c(SCC(=O)c2c[nH]c3ccccc23)nc2cc(C(=O)NC(C)C)ccc2c1=O,x,x,x,11.0%,5.9,17.4%,-16.9%,x
COc1ccc(CCNC(=O)c2cc3c(=O)[nH]c4ccc(C)cc4c3s2)cc1OC,x,x,x,-1.8%,-3.8,-9.5%,1.8%,x
O=C(c1cc(Cl)ccc1[N+](=O)[O-])n1cnc2ccccc21,-4.7%,-24.8,3.4%,4.3%,-3.8,7.0%,9.8%,-2.0%
CN(CCc1ccccn1)C(=O)CCC1CCCN(C(=O)c2c(F)ccc(F)c2F)C1 (stereo unspecified),3.1%,17.9,4.4%,1.3%,8.5,x,10.8%,-1.6%
O=C(Cc1cccc(NC(=O)C2CCCN(C(=O)C3CC3)C2)c1)Nc1ccc(C(=O)N2CCCCC2)cc1 (stereo unspecified),-0.4%,-10.0,3.2%,19.3%,-2.6,21.9%,-0.6%,16.3%
Cc1ccccc1C(=O)Nc1ccnn1C1CCN(CC2CC=CCC2)CC1 (stereo unspecified),-6.5%,u,9.0%,-3.5%,-33.6,x,-9.4%,-14.5%
CC(C)c1ccc(/C=C2\SC(=S)N(CC(=O)NCCCN3CCOCC3)C2=O)cc1,3.6%,-0.5,-15.5%,-9.8%,-5.5,14.5%,-3.0%,0.9%
Cc1cc(C)nc(SCC(=O)Nc2ccc(N3CCOCC3)cc2)n1,-5.2%,12.5,0.4%,-28.0%,-3.5,5.9%,-5.2%,7.1%
Fc1ccc(/C=C\c2nccc3c2[nH]c2ccccc23)cc1,25.4%,16.7,9.0%,u,-2.7,-5.6%,-49.2%[inhibitor],1.6%
COc1ccc(OC)c(Nc2nc3ccc(C)cc3n3cnnc23)c1,-0.9%,56.1,-0.1%,-6.8%,12.7,-20.4%,-18.9%,17.6%
CS(=O)Cc1cc(Sc2ccccc2)nc(-c2cccnc2)n1 (stereo unspecified),0.5%,-6.6,8.5%,-7.1%,0.7,8.0%,-0.7%,0.8%
Cn1c(N)c(C(=O)CSc2nc3ccccc3[nH]2)c(=O)n(C)c1=O,-1.4%,-6.9,-4.9%,-15.2%,-10.4,15.7%,-4.9%,-3.4%
CCOCCCn1c(SCC(=O)Nc2ccc3[nH]c(=O)[nH]c3c2)nc2ccccc2c1=O,-0.9%,4.5,-4.5%,19.4%,3.2,25.2%,14.5%,-21.4%
Cc1c(C(=O)NCc2ccc(F)cc2)sc(=O)n1Cc1ccc(C(=O)c2ccccc2)cc1,0.4%,-11.7,7.4%,22.6%,2.1,-13.1%,22.3%,-12.3%
O=C(Cn1c(=O)n(-c2ccccc2)c(=O)c2c3c(sc21)CCCC3)Nc1ccccc1,x,x,x,22.8%,7.0,1.9%,-3.6%,x
CCc1ccc(-c2ccc(SCC(=O)NC3CCCC3)nn2)cc1,u,9.6,-1.3%,15.9%,-0.5,-10.7%,-4.5%,-7.4%
COc1ccc(S(=O)(=O)n2nc(OC(=O)c3ccccc3Br)cc2N)cc1,11.7%,-23.7,3.3%,28.9%,-2.9,10.3%,6.2%,0.5%
CC(C)(C)S(=O)(=O)N1Cc2ccc(CO)cc2[C@H]1CCO,-0.2%,2.1,7.5%,16.9%,11.6,-11.7%,-5.2%,3.5%
CCCCCC(O)(CCN1CCCCC1)c1ccccc1 (stereo unspecified),1.5%,-6.4,4.7%,15.9%,-17.2,-22.0%,-9.2%,3.6%
CCCN(CC(=O)Nc1cc(Cl)ccc1Cl)C(=O)c1ccc2n[nH]nc2c1,-1.7%[1.84 µM],3.6,2.1%,9.5%,12.2,0.1%,2.1%,2.2%
COc1ccc(N2C(=O)CC(N(CCc3ccc(OC)c(OC)c3)C(=S)Nc3ccccc3)C2=O)cc1 (stereo unspecified),-6.1%,-5.2,-10.7%,20.4%,5.4,x,14.9%,-1.4%
CCOc1ccccc1CN1CCN(Cc2[nH]c3ccccc3c2C)CC1CCO (stereo unspecified),-2.5%,-53.3*,6.4%,4.1%,-4.2,0.8%,0.3%,-6.7%
Cc1ccccc1OCC(=O)NNC(=O)Cn1[nH]c(=O)c2ccccc2c1=O,-0.2%,6.3,-2.1%,4.8%,2.9,-0.6%,1.6%,0.4%
CCOC(=O)c1c(NC(=O)CSC(=S)N(C)C)sc(C)c1C,12.6%,15.0,11.2%,0.0%,12.4,0.7%,-13.7%,0.6%
CN(C)CCn1c(=O)n(-c2ccc(F)cc2)c(=O)c2c3c(sc21)CCCCC3,-0.1%,-14.0,10.9%,-18.3%,-1.6,18.3%,3.7%,-4.8%
CCCCn1c(=NC(=O)c2cccnc2)c(C#N)cc2c(=O)n3cccc(C)c3nc21,0.5%,0.6,-4.0%,-4.1%,3.3,x,-6.0%,19.5%
CCNS(=O)(=O)c1ccc(CCC(=O)NCc2ccc(C)cc2)cc1,-6.0%,-12.8,7.8%,-0.3%,-7.1,10.2%,-3.7%,4.6%
CC(=O)Nc1ccc(S(=O)(=O)NNC(=O)c2ccc(C)cc2)cc1,2.8%,8.3,8.4%,4.8%,6.1,0.1%,18.2%,5.9%
O=C1c2cccnc2Nc2ccccc2N1CCCF,-4.1%,-9.7,13.5%,11.5%,-4.3,-13.6%,-5.9%,13.9%
Nc1c(-c2nc(-c3ccccc3)no2)nnn1CC(=O)Nc1ccccc1,x,x,x,u,8.0,-10.0%,0.2%,x
O=C(N/N=C/c1ccc(Br)s1)Nc1ccccc1,-0.2%,3.4,6.1%,13.9%,-2.2,-33.5%,9.9%,-1.8%
Cc1noc(C)c1COC(=O)c1ccccc1NC(=O)c1ccco1,-0.4%,19.6,4.8%,x,-3.7,17.3%,8.3%,-1.6%
CC(NC(=O)c1cc2c(s1)CCCC2)C(C)(C)C (stereo unspecified),0.0%,-26.3,6.6%,-11.0%,-15.2,52.7%,-21.7%,10.9%
CCOC(=O)COc1c(C(=O)OC)sc2ncccc12,-4.6%,-2.8,15.5%,27.6%,-6.1,-2.0%,8.2%,-3.9%
CC1CCCCN1C(=O)Cn1c(=O)n(C2CCCCC2)c(=O)c2ccccc21 (stereo unspecified),-1.7%,23.7,-9.0%,-3.2%,-1.4,-59.4%[inhibitor],-1.7%,-7.5%
Cc1nc(-c2ccccc2Cl)sc1C(=O)/C=C/N(C)C,-64.5%[inhibitor],-6.8,2.4%,31.6µM*,-4.4,7.7%,-31.8%[inhibitor],-4.9%
C/C(=N\NS(=O)(=O)c1cccc([N+](=O)[O-])c1)c1cc2ccccc2o1,0.3%,-65.1*,2.6%,3.3%,-1.2,6.8%,-3.2%,-1.0%
COc1ccc(S(=O)(=O)N2CCC(C(=O)Oc3ccc(C)cc3)CC2)cc1OC,-5.2%,-15.3,9.1%,-15.9%,-13.7,14.0%,-15.2%,6.0%
COc1cc(C)ccc1OCc1cc(C(=O)NCc2ccncc2)no1,-4.8%,-5.1,8.3%,-1.2%,-19.8,x,-5.0%,-3.1%
CC1=C(C(=O)N2CCCCCC2)CC(CC(=O)NCCCN(C)C)C(=O)N1Cc1ccc(C(C)(C)C)cc1 (stereo unspecified),x,x,-9.4%,11.5%,x,u,x,-9.7%
COCc1cc(C)n(CC(=O)Nc2cc(C)cc(C)c2)c(=O)c1C#N,-3.3%,-16.2,10.5%,4.2%,2.1,0.2%,-11.9%,3.2%
Cn1cnc2cc(NC(=O)c3ccc(Cl)cc3)ccc21,8.7%,u,4.9%,17.3%,1.5,-14.4%,12.3%,-20.2%
COCCNC(=S)NNC(=O)CSCc1ccc(Cl)cc1Cl,6.5%,5.5,-1.3%,u,-1.8,1.0%,-14.2%,-11.8%
Cc1ccnc(N/N=C/c2ccco2)n1,-5.1%,u,4.2%,-18.2%,-19.8,-6.6%,6.3%,4.8%
Cc1ccc(N(C(=O)C(F)(F)F)C(C(=O)NC2CCCCC2)c2ccncc2)cc1C (stereo unspecified),-2.0%,-7.1,5.8%,-13.4%,-2.5,-12.1%,-19.8%,1.1%[57.1 µM]
COc1ccc(NC(=O)C2(C)Cc3c(-c4cccc(C(N)=O)c4)ccnc3O2)cn1 (stereo unspecified),-2.9%,2.6,-3.4%,20.7%,-1.2,2.3%,19.1%,0.0%
CCc1ccc(S(=O)(=O)c2nnn3c2nc(N2CCOCC2)c2sccc23)cc1,x,x,x,10.8%,7.8,-16.1%,10.2%,x

# Given with two lines to a compound: 2 of the compounds above
# Values run as follows: aSyn rescue | DRD3 antagonist | EPAC2 agonist | TDP43 rescue | DRD3 agonist | FUS yeast rescue | Abeta rescue | EPAC2 antagonist
Cc1ccc(N(C(=O)C(F)(F)F)C(C(=O)NC2CCCCC2)c2ccncc2)cc1C (stereo unspecified)
 : -2.0% | -7.1 | 5.8% | -13.4% | -2.5 | -12.1% | -19.8% | 1.1%[57.1 µM]
COc1ccc(NC(=O)C2(C)Cc3c(-c4cccc(C(N)=O)c4)ccnc3O2)cn1 (stereo unspecified)
 : -2.9% | 2.6 | -3.4% | 20.7% | -1.2 | 2.3% | 19.1% | 0.0%

# Other results:
SMILES,aSyn rescue,DRD3 antagonist,EPAC2 agonist,TDP43 rescue,DRD3 agonist,FUS yeast rescue,Abeta rescue,EPAC2 antagonist
COc1ccc(CCNC(=O)c2cc(-c3ccccc3)c(N3CCOCC3)s2)cc1OC,14.3%,17.3,8.8%,0.0%,4.3,u,10.9%,-17.1%
Cn1c(SCc2ccc(Br)cc2)nnc1-c1ccncc1,0.0%,10.6,10.7%,21.4%,-0.1,0.8%,-19.2%,-2.8%
CC(=O)Nc1ccc(NC(=O)CSc2nnc(C3CC3)n2-c2ccccc2)cc1,-9.4%,-10.6,3.8%,8.7%,-11.0,-9.3%,9.8%,2.8%
CC1Cc2ccccc2N1C(=O)COC(=O)/C=C/c1cccc(F)c1 (stereo unspecified),-0.8%,-7.4,16.7%,3.5%,3.5,-2.3%,0.3%,-7.7%

# The list is partial; count on the stated rates, not on these rows.
